BRCA1 expr act = qHTS Assay to Identify Small Molecule Activators of BRCA1 Expression; actives 1.1% (n = 380,000); Potency, µM (titrated, usually from 46.1 µM), for inactives: at the top dose activation, most hits filed as activators; MCF7-BRCA1-FFLuc reporter, luminescence, 48 h; response scale: scaled: vehicle 0%, 10 µM genistein 100%; AID 624202, 2012; note: potency is the fitted concentration of half-maximal effect; nearly all actives have a fitted effect of over 80% in size; some results filed as inactive show a strong effect at the top dose
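48 h compound treatment of MCF7-BRCA1-FFLuc cells (phenol-red free MEM, 37 °C), then 15 min with luciferase substrate and luminescence imaging.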
Integrin act MD = qHTS for Activators of Integrin-Mediated Alleviation for Muscular Dystrophy; alpha7betagal myoblasts, beta-gal FDG fluorescence, 48 h; Potency, µM (doses to about 38.3 µM), inactives show at the top dose activation, hits mostly activators; actives 0.064% (n = 350,000); AID 624291, 2012;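 note: potency is the fitted concentration of half-maximal effect; 100% = response of the positive control SU9516; nearly all actives have a fitted effect of over 60% in size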
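alpha7betagal+/- myoblasts (passage 13, 250/well) treated 48 h at 37C with compounds at 1:260 dilution of DMSO stock. Lysed, then beta-galactosidase activity read as FDG fluorescence (ex 480/em 540) after 30 min, with pre-read for autofluorescence.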
TSG101-PTAP inh = qHTS Assay for Iinhibitors of HIV-1 Budding by Blocking the Interaction of PTAP/TSG101 | Potency, µM (titrated, usually from 115 µM), without a hit: at the highest dose activity change, negative = inhibition, most hits filed as inhibitors | Fluorescence polarization, FITC-PTAP peptide / Tsg101 binding | AID 493005, 2010 | 340,000 tested, under 10 active | Tumor susceptibility gene 101 protein (Homo sapiens), Q99816; active = well fitted inhibition curve with a large enough effect in the main read-out, with a control signal flat, not every such curve was filed as active; inconclusive = small, poorly fitted or top-dose-only effect, or effect the other way, or a change in a side signal; inactive = no such curve, though single readings can be large or run the other way; note: potency is the fitted concentration of half-maximal effect; % of control where 0% means no effect
Target sequence (Q99816 whole entry, looked up): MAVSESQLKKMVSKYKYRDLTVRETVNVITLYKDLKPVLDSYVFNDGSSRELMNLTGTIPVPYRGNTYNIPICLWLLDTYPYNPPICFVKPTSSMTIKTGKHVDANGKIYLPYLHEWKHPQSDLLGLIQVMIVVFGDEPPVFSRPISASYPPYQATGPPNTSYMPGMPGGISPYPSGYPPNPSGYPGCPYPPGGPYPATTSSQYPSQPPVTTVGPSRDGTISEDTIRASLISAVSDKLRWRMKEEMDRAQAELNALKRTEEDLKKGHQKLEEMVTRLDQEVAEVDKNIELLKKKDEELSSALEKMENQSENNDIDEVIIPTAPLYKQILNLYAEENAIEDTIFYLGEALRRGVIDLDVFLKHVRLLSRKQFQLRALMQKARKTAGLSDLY
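Fluorescence polarization binding of Tsg101 binding domain (10 uM final) to FITC-labeled PTAP peptide (50 nM final) in HEPES pH 7.5 buffer with NaCl, Tween 20, EDTA, TCEP. Compounds added before peptide; binding 20 min at RT.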
ELG1 genotox = qHTS screen for small molecules that induce genotoxicity in human embryonic kidney (HEK293T) cells expressing luciferase-tagged ELG1 | Potency, µM (doses to about 46 µM), inactives show at the top dose activity change, positive = activation, actives largely listed as activators | HEK293T ELG1-luciferase reporter, luminescence, 16 h | actives 1.3% (n = 330,000); note: potency is the fitted concentration of half-maximal effect; % of control where 0% means no effect; nearly all actives have a fitted effect of over 60% in size
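HEK293T cells expressing luciferase-tagged ELG1 were exposed to compound or DMSO vehicle for 16 hr at 37 °C and 5% CO2. Luciferase activity was then measured with ONE-Glo after 30 min at room temperature.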
uPA generation = qHTS for Inhibitors of Cell Surface uPA Generation. cell surface uPA generation assay, qHTS. Potency, µM (titrated, usually from 38.3 µM), inactives show at the top dose activity change, negative = inhibition, most hits filed as inhibitors. actives 0.31% (n = 330,000). AID 540303, 2011; active = well fitted inhibition curve with a large enough effect; inconclusive = small, poorly fitted or top-dose-only effect; inactive = no such curve, though single readings can be large or run the other way; tested in mouse RAW 264.7 cells; note: potency is the fitted concentration of half-maximal effect; % is set by controls: 0 for no effect and ±100 for the full control effect; nearly all actives have a fitted effect of over 55% in size
TRPV1 ag = HTS Assay for Compounds that Act as Agonists of the Vanilloid Receptor 1; Transient receptor potential cation channel subfamily V member 1 (Homo sapiens), Q8NER1; actives 0.19% (n = 320,000); activation, % at 8.33 µM; TRPV1-expressing cells, Fluo-8 calcium influx, agonist mode; AID 540275, 2011; in the data active = activation above about 80%; inconclusive = between about 30% and that limit; note: 0% is about no effect
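TRPV1-expressing cells were cultured overnight at 35.5C and loaded with Fluo-8 calcium dye for 40 to 90 min at room temperature. After a 10 s baseline, compound was added and calcium influx was read kinetically for 3 min (ex 480/em 520 nm).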
p53 reactivator = qHTS assay for re-activators of p53 using a Luc reporter. H1299 p53-A138V BP100-luciferase reporter, luminescence, 24 h. Potency, µM (highest dose often 92.2 µM), without a hit: top-dose activity change, positive = activation, usual class: activators. actives 0.063% (n = 320,000); note: potency is the fitted concentration of half-maximal effect; % of control where 0% means no effect; nearly all actives have a fitted effect of over 45% in size
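H1299 (p53-null), stable ts p53-A138V + BP100-Luc; 1000 cells/well, Opti-MEM/10% FBS; cpd 4 pt, 1:5; 24 h, 37 deg C, 5% CO2; detection reagent 10 min RT; luminescence.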
USP2a inh = qHTS Assay for Inhibitors of Ubiquitin-specific Protease USP2a Using CHOP2 as the Reporter; actives 0.01% (n = 330,000); Potency, µM (doses to about 38.3 µM), for inactives: at the highest dose activity change, negative = inhibition, actives largely listed as inhibitors; USP2 core, Ub-CHOP2 coupled fluorogenic reporter, 485/531; AID 463254, 2010;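 note: potency is the fitted concentration of half-maximal effect; plate controls were DMSO wells for no effect and full inhibition by NEM control for full effect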
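USP2 core (10nM final) preincubated 30min RT with compound in 20mM Tris-HCl pH 8.0, 2mM CaCl2, 2mM beta-mercaptoethanol, 0.05% CHAPS; 25nM Ub-CHOP2 plus 25nM reporter substrate added, fluorescence (Ex485/Em531) read after 60min.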
Eya2 inh = qHTS Assay for Inhibitors of the Phosphatase Activity of Eya2 | Protein phosphatase EYA2 (Homo sapiens), O00167 | recombinant Eya2, OMFP fluorescence dephosphorylation (OMFP is methylfluorescein phosphate) | Potency, µM (doses to about 76.9 µM), inactives show at the top dose activity, negative = inhibition, hits mostly inhibitors | actives 0.006% (n = 330,000); note: potency is the fitted concentration of half-maximal effect; % is set by controls: 0 for no effect and ±100 for the full control effect
Target sequence (O00167 whole entry, looked up): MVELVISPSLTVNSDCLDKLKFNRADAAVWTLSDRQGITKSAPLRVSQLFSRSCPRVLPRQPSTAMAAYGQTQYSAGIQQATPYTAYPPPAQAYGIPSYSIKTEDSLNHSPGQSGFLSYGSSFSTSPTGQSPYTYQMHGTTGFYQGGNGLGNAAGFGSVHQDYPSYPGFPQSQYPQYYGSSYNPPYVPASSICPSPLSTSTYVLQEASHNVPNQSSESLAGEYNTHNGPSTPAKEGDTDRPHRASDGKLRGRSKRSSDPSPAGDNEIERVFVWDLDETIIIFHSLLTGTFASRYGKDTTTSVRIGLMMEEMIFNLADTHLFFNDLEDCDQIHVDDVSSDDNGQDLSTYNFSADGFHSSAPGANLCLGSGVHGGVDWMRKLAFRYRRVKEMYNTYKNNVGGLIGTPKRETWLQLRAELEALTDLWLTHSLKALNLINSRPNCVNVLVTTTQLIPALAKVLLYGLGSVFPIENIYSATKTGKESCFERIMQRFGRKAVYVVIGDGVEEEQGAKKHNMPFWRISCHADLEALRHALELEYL
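Eya2 protein (added as 0.2 uM solution) was preincubated with compound for 10 min at ambient temperature in 50 mM HEPES pH 7.5, 50 mM NaCl, 5 uM MgCl2, 0.05% BSA, 1 mM DTT. OMFP (added at 50 uM) then reacted 10 min; fluorescence read at 485/525 nm.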
ASM inhibitor = Inhibitors of Secretory Acid Sphingomyelinase (S-ASM): qHTS. actives 0.006% (n = 340,000). placental ASM, HMU-PC fluorogenic substrate, 60 min. Potency, µM (titrated, usually from 57.5 µM), for inactives: at the highest dose activity change, negative = inhibition, most hits filed as inhibitors; note: potency is the fitted concentration of half-maximal effect
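HMU-PC0 cleavage (9 uM final) by human placental ASM, 60 min at 37 °C following 10 min compound exposure at RT; stopped at pH 10, fluorescence Ex 386/Em 447 nm.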
B2AR arrestin = qHTS assay of beta-arrestin-biased ligands of beta2-adrenergic receptor | beta-arrestin recruitment to beta2AR, cell-based reporter | Beta-2 adrenergic receptor (Homo sapiens), P07550 | actives 0.02% (n = 330,000) | Potency, µM (doses to about 46.1 µM), for the others: top-dose activation, usual class: activators | AID 492947, 2010;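 note: potency is the fitted concentration of half-maximal effect; 0% = DMSO controls and full agonism = EC100 isoproterenol or metaproterenol; nearly all actives have a fitted effect of over 65% in size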
Numbers without * were called inactive; i = inactive; ? = inconclusive; nt = not tested or not shown; [ ] = remark or other dose. Unless noted, calls come from the whole dose curve; as a rule, active = well fitted curve in the direction sought with a large enough effect; inconclusive = small, poorly fitted or top-dose-only effect, or another doubt; inactive = no such curve, though single readings can be large; an effect the other way counts as inactive or inconclusive.

No. | compound | Integrin act MD | ELG1 genotox | B2AR arrestin | TRPV1 ag | ASM inhibitor | Eya2 inh | BRCA1 expr act | uPA generation | p53 reactivator | USP2a inh | TSG101-PTAP inh
1 | Cc1ccsc1/C=N/n1c(-c2cc(-c3ccccc3)n[nH]2)n[nH]c1=S | 34% | 1% | -0.9% | nt | -7% | -4% | -35% | 4% | -4% | -2% | -7%
2 | COC(=O)c1cc(C(=O)OC)cc(N2C(=O)CC(NNC(=O)c3ccccc3Br)C2=O)c1 (configuration not stated) | 1% | 0% | -0.7% | -5 | -3% | 7% | 3% | nt | 1% | -1% | -15%
3 | COc1ccc(/C=N/Nc2ncc(C(F)(F)F)cc2Cl)cc1OC | 14% | 2% | 2.6% | 1 | 29% | 2% | -7% | -12% | 4% | 1% | 1%
4 | C=C(C)[C@@H]1CC=C(CN2CCC(CCOC)(C(=O)OCC)CC2)CC1 | -12% | -1% | 0.0% | 1 | -2% | 0% | 2% | -2% | -2% | 0% | 2%
5 | CC(C)(C)Nc1nc2nonc2nc1NC(C)(C)C | -5% | -16% | -0.3% | 10 | -3% | -10% | -41% | -7% | -4% | -1% | -2%
6 | CN1/C(=C\C(=O)COC(=O)c2ccco2)C(C)(C)c2ccccc21 | 0% | -5% | 0.2% | 16 | 70%[activator] | 5% | 46% | -12% | -4% | -1% | 0%
7 | COc1ccc(NC(=O)NCCN2CCN(c3cc(OC)ccc3OC)CC2)cc1 | 6% | -4% | -0.1% | 2 | 4% | -11% | 9% | 16% | -5% | 1% | -7%
8 | CSc1ccc(Cl)c(C(=O)N2CCN(CC(=O)N3CCCC3)CC2)c1 | 0% | 1% | -3.8% | nt | 1% | -11% | -3% | -11% | -1% | 4% | 1%
9 | CCO/C=C1/C(=O)N(Cc2ccccc2)C(=O)c2ccccc21 | ? | -1% | -0.5% | 5 | 65%[activator] | ? | 22% | 6% | -1% | 1% | 0%
10 | CC(C)(C)OC(=O)N(CCc1ccccc1)Cc1cccc(OCc2cccc(NC(=O)/C=C/c3ccccc3)c2)c1 | 13% | nt | nt | nt | -2% | nt | 65% | -4% | nt | nt | -3%
11 | Cc1cc(-c2nc3cccnc3s2)ccc1NS(=O)(=O)c1ccc2c(c1)OCCO2 | 9% | 1% | 0.1% | 14 | i | 15% | 9% | 8% | -2% | -4% | 0%
12 | CC(=O)Oc1ccc(S(=O)(=O)c2ccc(OC(C)=O)cc2)cc1 | 29% | 5% | -0.2% | 0 | 1% | 3% | -13% | -6% | -1% | -3% | 0%
13 | CC(C)C(C(=O)O)N1C(=O)/C(=C/C=C/c2ccco2)SC1=S (configuration not stated) | -46%[inhibitor] | 0% | -0.6% | 0 | -15% | 1% | -2% | 0% | -2% | ? | 12%
14 | COC(=O)c1ccnc(/C=N/O)c1 | 1% | 0% | -0.1% | 1 | 4% | 5% | 23% | 10% | 10% | -2% | -6%
15 | c1ccc(CCN(Cc2ccccc2)Cc2nc(C3CC3)no2)cc1 | 1% | -2% | -0.2% | ? | -4% | -10% | 1% | -4% | 7% | 2% | 1%
16 | C[C@H](NC(=O)[C@H]1N2C(=O)c3ccccc3C2SC1(C)C)C(=O)N1CCCCC1 (some centres not stated) | 29% | 1% | 0.3% | 6 | 1% | 7% | -6% | 7% | -1% | 1% | -2%
17 | CCc1nc(N2CCN(Cc3ccc4c(c3)OCO4)CC2)c2oc3ccccc3c2n1 | -25% | -8% | 0.3% | ? | -5% | 16% | 9%[1.84 µM] | -8% | -3% | 2% | -1%
18 | COc1ccc2c(C)cc(SC3CCOC3=O)nc2c1 (configuration not stated) | 4% | -1% | -0.3% | 16 | 4% | 1% | -13% | -6% | 10% | 1% | 2%
19 | CCCc1cc(=O)[nH]c(SCC(=O)NC2CCCCCCC2)n1 | -4% | 3% | -0.1% | nt | -2% | -1% | 39% | -5% | 7% | 0% | -2%
20 | S=c1[nH]nc(-c2ccncc2)n1/N=C/c1ccccc1 | 4% | -1% | -0.7% | -2 | -3% | 10% | -9% | -2% | ? | 1% | 2%
21 | CCOC(=O)N1CCc2c(sc(NC(=O)CN3CCN(C)CC3)c2C(=O)Nc2ccccc2)C1 | 0% | ? | -1.0% | ? | 3% | -11% | -16% | -8% | 1% | 2% | 0%
22 | O=C(N/N=C/c1ccccc1OCc1ccccc1)c1cccnc1 | -35% | -2% | 4.3% | 17 | -1% | -3% | -3% | ? | ? | 2% | -5%
23 | O=C(CCc1nc2ccccc2c(=O)[nH]1)Nc1cc(Cl)ccc1N1CCCCC1 | 19% | 2% | 0.5% | 5 | ? | 0% | -38% | ? | 2% | 5% | 0%
24 | CCC(=O)Nc1ccc(N2CCN(C(=O)c3cccs3)CC2)cc1 | 38% | -4% | -0.1% | 3 | -1% | -9% | 0% | 9% | 10% | 1% | -5%
25 | O=C(CN(Cc1ccc2c(c1)OCO2)C(=O)c1cnsn1)NC1CCCC1 | -3% | -4% | -0.7% | 17 | 1% | -2% | -2% | -3% | ? | 1% | 1%
26 | O=C(c1ccc(OC2CCN(C(=O)C3CC3)CC2)cc1)N(CCO)Cc1ccccc1 | 3% | -4% | -0.1% | 2 | -3% | ? | 2% | -18% | -3% | 8% | -1%
27 | O=C(NNC(=S)NCC1CCCO1)c1cc(Br)ccc1Cl (configuration not stated) | 14% | 0% | -0.4% | 1 | 4% | 7% | 3% | 1% | -5% | 1% | -3%
28 | Cc1cccc(CSCc2nnc(N)s2)c1 | -25% | 5% | -0.2% | 0 | 2% | -13% | 56% | -9% | ? | 0% | -4%
29 | N#C/C(=C/c1cccn1-c1cccc(C(=O)O)c1)c1ccc(Cl)cc1 | 0% | 1% | -0.3% | 1 | 20% | 6% | 2% | nt | 5% | -8% | -3%
30 | Cc1ccc(S(=O)(=O)NCC(=O)N2CCc3ccccc3C2)cc1 | 0% | 1% | -1.2% | 1 | 3% | -3% | -30% | -1% | ? | 1% | 2%
31 | O=C(Nc1ccc(N2CCOCC2)c(Cl)c1)c1ccco1 | -4% | 2.6µM* | -0.1% | ? | 1% | -14% | ? | -10% | 21% | 0% | -9%
32 | COC(=O)CCC(=O)Nc1cccc(Cl)c1 | 24% | 2% | -0.5% | 1 | 4% | -6% | -5% | 5% | -6% | 0% | 0%
33 | O=C(NN=C1CCCCCCCCCCC1)c1cccc(S(=O)(=O)N2CCOCC2)c1 | -37% | 0% | 0.3% | ? | 6% | 2% | -16% | 2% | -5% | -1% | 0%
34 | O=C(CCC1CCCC1)N1CCN(C(=O)c2cccnc2)CC1 | -4%[7.66 µM] | 0% | 3.3% | 0 | 3% | 10% | 7% | 0% | -6% | 1% | -1%
35 | O=C(CN1CCN(C(c2ccccc2)c2ccccc2)CC1)NCc1ccccc1 | 16% | -7% | -0.1% | ? | 1% | -12% | 6% | -2% | 0% | -7% | 0%
36 | CC(C)CNC(=O)c1ccccc1NC(=O)CN(c1ccccc1)S(=O)(=O)N(C)C | 8% | -6% | -0.4% | 21 | 7% | 0% | 4% | 3% | -4% | 1% | -2%
37 | C#CCOCCOCCOCCNc1nc(N2CCN(C(=O)CCCCCCCCCCNC(=O)[C@H](CO)n3cc(CCCCCN)nn3)CC2)nc(N2CCN(C(=O)CCCCCCCCCCNC(=O)[C@H](CCCN=C(N)N)n3cc(C[C@@H](C)CC)nn3)CC2)n1 | nt | 5% | 0.0% | -2 | nt | -31% | nt | nt | -9% | ? | nt
38 | Cc1ccc(SCc2cc(=O)[nH]c(N3CCCCC3)n2)cc1 | -10% | 4% | -0.4% | 22 | -6% | 1% | 7% | 1% | 6% | -1% | -4%
39 | C=C(C)n1c(=O)n(Cc2ccc(C)cc2)c2ccccc21 | -8% | 0% | -0.4% | 9 | -1% | -22% | -5% | -10% | -5% | -1% | -9%

Screening results: PubChem, National Center for Advancing Translational Sciences (NCATS)
